# DTT redox prof: compounds producing H2O2 with reducing agent – biochemical, NIH compound library profiling, artefact control for MLSCN library redox annotation, primary screen; DTT-dependent redox cycling H2O2, phenol red/HRP absorbance; 100% = 100 µM peroxide control, 0% = buffer; activation, % at 10 µM; hit rate 0.03% among 200,000; AID 878, 2007;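 active means activation of at least 50% relative to the plate's high and low controls in the primary single-dose screen; inactive means activation below 50%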;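 further: compound incubated with DTT at 0.8 mM final as the reducing agent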
# RAM network inh: inhibitors of the yeast RAM network, primary screen, dse1pr::URA3 reporter, 5-FOA selection; hit rate 1.8% among 190,000; inhibition, % at 50 µM; AID 868, 2007; S. cerevisiae dse1pr::URA3 reporter, 5-FOA growth OD615, 2 d; analog-sensitive cbk1-as2 kinase mutant strain;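 active means inhibition above a set limit, 3 SD over mean compound inhibition, cut at about 8.4% in these data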;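 further: 0% = DMSO-only wells with no growth and 100% = 10 µM 1-NA-PP1 full growth; inhibition rescues growth on 5-FOA so higher OD means more RAM inhibition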
# PPARg SRC-3 ag: PPARgamma agonists recruiting SRC-3 coactivator, primary screen, biochemical; biochemical PPARgamma/SRC-3 coactivator recruitment assay; hit rate 0.26% among 200,000; Peroxisome proliferator-activated receptor gamma (Homo sapiens), P37231; activation, % at 8 µM; AID 731, 2007; in the data active means activation above about 23%;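 further: 0% = DMSO and 100% = reference agonist; some compounds past the cut are filed as inactive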
# Target sequence (P37231 whole entry, looked up): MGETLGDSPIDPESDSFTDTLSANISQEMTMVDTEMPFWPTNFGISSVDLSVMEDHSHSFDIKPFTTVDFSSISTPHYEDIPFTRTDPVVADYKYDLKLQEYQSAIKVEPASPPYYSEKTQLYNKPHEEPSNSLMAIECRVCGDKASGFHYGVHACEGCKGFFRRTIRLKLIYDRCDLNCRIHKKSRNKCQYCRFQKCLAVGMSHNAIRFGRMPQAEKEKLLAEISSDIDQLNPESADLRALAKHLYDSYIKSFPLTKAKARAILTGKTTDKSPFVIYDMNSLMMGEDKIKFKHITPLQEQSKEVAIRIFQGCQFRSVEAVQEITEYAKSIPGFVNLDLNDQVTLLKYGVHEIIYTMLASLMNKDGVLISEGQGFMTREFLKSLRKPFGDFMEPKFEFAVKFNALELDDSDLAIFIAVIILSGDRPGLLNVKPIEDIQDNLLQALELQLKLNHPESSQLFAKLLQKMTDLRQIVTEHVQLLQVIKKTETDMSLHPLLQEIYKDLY
# PPARg SRC-2 ag: agonists of PPARg-SRC-2 recruitment, primary screen, biochemical, HTS; PPARgamma LBD-SRC-2 recruitment; activation, % at 8 µM; hit rate 0.34% among 200,000; AID 1032, 2008; in the data active means activation above about 22%;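 further: 0% = vehicle and 100% = reference agonist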
# HMGR II inh: inhibitors of E. faecalis class II HMGR, primary screen, biochemical, Enterococcus faecalis; HMG-CoA reductase (Enterococcus faecalis, mvaE); purified E. faecalis HMGR, NADPH absorbance 340 nm kinetic; inhibition, % at 10 µM; hit rate 0.41% among 190,000;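 active means inhibition above a set limit, the median over all tested compounds plus 3 SD, cut at about 9.5% in these data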;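 further: enzyme runs in reverse so mevalonate oxidation gives rising NADPH absorbance; 0% = complete reaction with DMSO and 100% = background rate lacking mevalonate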
# ROMK primary: ROMK potassium channel modulators, primary screen, cell-based, thallium flux, MLSMR library; ATP-sensitive inward rectifier potassium channel 1 (Homo sapiens), P48048; Tet-inducible ROMK, thallium flux fluorescence; actives lie on both sides; B-score at 10 µM; hit rate 2% among 130,000; AID 1918, 2009;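 active means signal ratio slope over the read window, or its plate-corrected B-score, at least 3 SD from the plate mean, either direction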;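 further: B-score of the F/F0 ratio slope over 7 to 12 s after thallium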
# Target sequence (P48048 whole entry, looked up): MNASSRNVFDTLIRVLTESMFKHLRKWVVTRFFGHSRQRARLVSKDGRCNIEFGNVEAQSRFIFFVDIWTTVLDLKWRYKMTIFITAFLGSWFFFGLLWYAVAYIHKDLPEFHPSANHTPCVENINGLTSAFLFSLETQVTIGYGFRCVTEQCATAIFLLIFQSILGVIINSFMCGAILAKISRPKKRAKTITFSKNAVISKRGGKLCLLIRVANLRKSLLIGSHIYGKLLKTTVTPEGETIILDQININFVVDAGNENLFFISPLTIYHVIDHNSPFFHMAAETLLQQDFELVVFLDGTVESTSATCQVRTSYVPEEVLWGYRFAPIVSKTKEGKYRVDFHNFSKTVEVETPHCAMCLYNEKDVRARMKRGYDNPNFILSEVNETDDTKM
# bIAP inhibitor: bovine intestinal alkaline phosphatase inhibitors, primary screen, selectivity assay for TNAP inhibitor project, biochemical, bovine IAP, CDP-star luminescence; AID 1019, 2008; alkaline phosphatase, intestinal [Bos taurus]; purified bovine IAP, 30 min; 190,000 tested, under 10 active; inhibition, % at 20 µM;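 active means over 50% inhibition of intestinal alkaline phosphatase at 20 µM in the single-dose screen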
#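 System: Purified bovine intestinal alkaline phosphatase (IAP) enzyme | Input: IAP diluted 1/65,000,000 in the well | Also added: CDP-star chemiluminescent phosphatase substrate, 30 µM final | Dosing: 20 µM single dose | Times: Enzyme reaction for 30 min at room temperature | Detection: Luminescence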
# S1P3 antag: S1P3 receptor antagonists, primary screen, cell-based. Sphingosine 1-phosphate receptor 3 (Homo sapiens), Q99500. CHO S1P3 NFAT-BLA reporter, FRET fluorescence, antagonist mode. inhibition, % at 4.98 µM. hit rate 0.27% among 170,000. AID 485, 2006;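 active means inhibition above the plate cutoff, the mean inhibition of test wells on that plate plus 3 SD, cut at about 28% in these data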;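 further: cells challenged with S1P at its EC80 of 0.8 µM; blue over green emission ratio from cleaved BLA substrate after 4 h stimulation; 0% = S1P-stimulated wells and 100% = unstimulated DMSO-only wells; some compounds past the cut are filed as inactive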
# L major viab: Leishmania major promastigote growth inhibition, primary screen | Leishmania major promastigotes, resazurin fluorescence viability | inhibition, % at 10 µM | hit rate 9% among 200,000 | AID 1063, 2008; in the data active means inhibition above about 50%;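 further: promastigotes grown with compound for 44 hours at 28 °C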
# PPARg SRC-1 ag: PPARgamma agonists recruiting SRC-1 coactivator, primary screen, biochemical | hit rate 0.41% among 200,000 | activation, % at 8 µM | AID 631, 2007 | Peroxisome proliferator-activated receptor gamma (Homo sapiens), P37231 | PPARgamma-SRC-1 coactivator recruitment biochemical assay; in the data active means activation above about 19%;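 further: 0% = DMSO and 100% = reference agonist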
# SRC2 TRFRET art: TR-FRET signal artefacts, primary screen, artefact control for PPARgamma SRC-2 agonist project, biochemical; AID 1049, 2008; hit rate 0.4% among 200,000; TR-FRET ratio at 8 µM; TR-FRET artefact counter-screen; active compounds read high; in the data active means TR-FRET ratio above about 2000; further: inactives centre near 1500
# Active calls of the source: *; . = no result given.
SMILES,DTT redox prof,RAM network inh,PPARg SRC-3 ag,PPARg SRC-2 ag,HMGR II inh,ROMK primary,bIAP inhibitor,S1P3 antag,L major viab,PPARg SRC-1 ag,SRC2 TRFRET art
Cn1c(=O)n(C)c2cc(NS(=O)(=O)c3ccc(Cl)s3)ccc21,0.2,2.7,-3,-3,-4,0.32,-3,-16,3,3,1587
CCCn1c(=C(C#N)C#N)s/c(=C2\C=Cc3ccccc3N2CC)c1=O,5.9,3.0,9,5,0,.,12,9,2,8,1554
CCOc1cc(C(=S)N2CCCC2)ccc1OCC(=O)Nc1c(C)cc(C)cc1C,0.0,2.9,3,6,-3,.,6,.,-1,4,1634
CC(=NCCc1ccccc1)C1=C(O)COC1=O,0.0,-0.6,11,9,-1,0.14,11,-32,-4,10,1652
O=C(CSc1ccccn1)N1CCN(c2cccc(Cl)c2)CC1,2.3,0.9,7,6,-2,-0.46,8,.,-10,8,1640
CCOc1ccc(NC(=O)CN(C)CC(=O)Nc2ccc(Br)cc2F)cc1OCC,0.2,-0.4,3,4,-2,0.82,-25,27,0,6,1487
Clc1ccc2nc(CN3CCCCCC3)cn2c1,-2.4,-1.1,8,4,0,.,-3,.,4,2,1536
O=C(CCc1ccc(S(=O)(=O)NCc2ccccc2)cc1)NCC1CCCO1 (stereo not drawn),0.0,-0.5,4,4,-4,-0.0092,-6,-8,-6,3,1655
CCN(CC)P(=O)(Nc1cccc(C(F)(F)F)c1)c1ccc(N(C)C)cc1NC(=O)c1ccco1 (stereo not drawn),-2.2,4.3,8,3,-2,-0.69,-9,-11,91*,5,1753
COCCNC(C(=O)Nc1ccc(C)cc1[N+](=O)[O-])c1ccccc1 (stereo not drawn),-0.4,2.1,-2,1,-1,1.3,4,-3,7,14,1661
COc1ccc(CNC(=O)Nc2ccc(OC)cc2)cc1,-2.9,1.7,-4,5,0,.,11,14,-5,3,1741
O=C(Nc1ccccc1F)Nc1ccc([N+](=O)[O-])cc1Cl,1.0,1.8,0,6,-1,1.6,13,-5,32,6,1558
Cc1ccc2nc(NC(=O)c3ccc(-c4nc5ccccc5s4)s3)sc2c1,1.1,2.4,5,8,0,-2,13,-6,-8,6,1434
COCCNC(=O)c1ccccc1-c1ccccc1C(=O)O,-2.9,0.7,1,19,-1,.,4,-25,-6,4,1830
CC(=O)c1c(C)[nH]c(C(=O)OCC(=O)Nc2cc(S(=O)(=O)N3CCCCC3)ccc2C)c1C,-0.3,7.1,-1,-3,-9,.,-18,-7,95*,2,1507
CCCOc1ccccc1C1NC(=O)NC(C)=C1C(=O)OCc1ccccc1 (stereo not drawn),0.9,1.5,8,-3,-5,-1.6,-33,.,34,-1,1637
Cc1ccc(CNCc2cccnc2)s1,-0.7,-0.5,1,1,-2,0.92,6,0,66*,2,1595
CN1CCN(NC(=O)c2cccc3ccccc23)CC1,-0.4,0.3,1,9,-4,0.51,-11,-5,-2,4,1518
CCOc1ccc(NC(=O)c2ccc(-n3cccn3)nc2)cc1,-0.1,2.6,0,2,-4,0.057,-5,-6,-4,2,1355
COc1ccc(-c2csc(C3=C(O)CN(C(C)C)C3=N)n2)cc1OC,0.7,3.4,1,-3,-6,0.29,-15,2,72*,12,1648
Cc1ccc(NC(=O)NNC(=O)c2cccs2)cc1,0.2,1.3,-2,1,-5,.,17,-8,-4,5,1582
CCN(CC)S(=O)(=O)N1CCC(C(=O)NC2CCCC2)CC1,2.2,-0.7,3,7,-3,.,-2,-10,-6,15,1719
Cc1onc(-c2ccccc2)c1C(=O)N1CCCc2ccccc21,2.2,1.2,0,6,-2,.,7,9,98*,2,1526
CC(Oc1ccc2oc3ccccc3c2c1)C(=O)NC12CC3CC(CC(C3)C1)C2 (stereo not drawn),1.0,5.1,-3,-6,-7,-0.17,4,1,11,4,1465
Cc1ccc(C(C(=O)NC(C)(C)C)N(Cc2cccs2)C(=O)c2csnn2)cc1 (stereo not drawn),-1.0,.,6,12,.,-0.4,.,.,7,-3,1660

# An excerpt of these results, with tabs.
canonical_smiles	DTT redox prof	RAM network inh	PPARg SRC-3 ag	PPARg SRC-2 ag	HMGR II inh	ROMK primary	bIAP inhibitor	S1P3 antag	L major viab	PPARg SRC-1 ag	SRC2 TRFRET art
CCOc1cc(C(=S)N2CCCC2)ccc1OCC(=O)Nc1c(C)cc(C)cc1C	0.0	2.9	3	6	-3	.	6	.	-1	4	1634
CC(=NCCc1ccccc1)C1=C(O)COC1=O	0.0	-0.6	11	9	-1	0.14	11	-32	-4	10	1652

# (list continues)
SMILES,DTT redox prof,RAM network inh,PPARg SRC-3 ag,PPARg SRC-2 ag,HMGR II inh,ROMK primary,bIAP inhibitor,S1P3 antag,L major viab,PPARg SRC-1 ag,SRC2 TRFRET art
CC(C)N1CCc2c(sc(NC(=O)c3ccc(S(=O)(=O)N4CCOCC4)cc3)c2C(N)=O)C1,0.0,0.0,8,3,4,.,5,7,-6,11,1505
COC(=O)c1ccc(NC(=O)CSc2ccccn2)cc1,-2.3,1.0,-4,-6,2,.,40,.,3,-2,1356
Cn1c(N)c(C(=O)COC(=O)CCC2CCCC2)c(=O)n(C)c1=O,8.0,1.4,-1,2,1,-0.25,-3,-1,-3,5,1501
Cn1nc(C(F)(F)F)c(C(=O)Nc2ccc(F)cc2F)c1Sc1cccc(Cl)c1,1.6,5.1,2,-3,-1,.,-6,.,-2,-5,1278
COCCCNC(=S)NNC(=O)c1ccccn1,-0.2,1.8,2,-5,-8,-0.24,-35,6,18,-13,1609
COc1cc(/C=C(/C(=O)c2cccs2)c2nc3ccccc3[nH]2)cc(OC)c1O,-1.0,1.3,2,-4,3,.,44,.,100*,-5,1331
CCCCn1cnc(C(=O)OCC)c1N,-0.7,0.8,4,16,5,0.3,-2,0,-3,1,1762
Cc1cc(Nc2ccc(C(C)C)cc2)n2ncnc2n1,0.0,2.3,4,-4,-2,.,-12,-20,3,11,1610
CCC(Sc1nccn1C)C(=O)Nc1cccc2ccccc12 (stereo not drawn),-3.0,0.6,2,4,-2,.,4,-12,-2,7,1597
COc1ccc(N(CC(=O)N/N=C/c2ccco2)S(=O)(=O)c2ccccc2)cc1,-4.0,1.8,-1,0,5,.,20,.,-5,-1,1481
O=C(Nc1nc(-c2ccccc2)cs1)C1CCCN(S(=O)(=O)c2ccccc2)C1 (stereo not drawn),1.1,5.1,6,-5,-4,.,-1,32,45,14,1566
COc1ccc(C(=O)N/N=C2/SCC(=O)N2Cc2ccc3c(c2)OCO3)cc1OC,2.1,1.7,6,1,-2,.,8,.,3,1,1322
CCN(CC)C(=O)c1ccc(Nc2nnc(C)c3ccccc23)cc1,0.3,0.8,-4,-1,0,.,-10,.,-5,-3,1428
CCSC1=C(C#N)C(c2ccccc2C)CC(=O)N1 (stereo not drawn),-1.5,1.6,1,2,-3,0.58,15,.,-4,2,1528
Cc1cccc(C)c1NC(=O)C(c1cccs1)N(Cc1ccco1)C(=O)Cn1nnc2ccccc21 (stereo not drawn),-1.7,4.5,-4,-2,0,.,17,1,12,3,1510
O=C(C1=C[C@@H](c2ccc(C(F)(F)F)cc2)C[C@@H](OCc2ccc(CO)cc2)O1)N1CCN(Cc2ccccc2)CC1,0.1,0.8,8,4,-2,.,3,-14,27,17,1741
O=S(=O)(Nc1ccc2nc(-c3ccco3)[nH]c2c1)c1ccccc1,0.2,2.6,14,6,0,-0.22,-2,-5,26,1,1584
Cc1csc(NC(=O)CSc2ncnc3c2cnn3-c2ccccc2Cl)n1,1.8,0.4,-2,6,-5,-3.1,-2,24,9,7,1774
CC(C)C(=O)N(Cc1cc2ccccc2[nH]c1=O)C(C)(C)C,1.6,0.9,2,-4,-1,.,-8,-23,1,13,1711
COc1cccc(C(=O)N2CCN=C2SC)c1,-0.3,0.3,-3,0,-4,-0.46,-5,-10,-5,-1,1418
CC(NC(=O)C(=O)NCCC1=CCCCC1)c1ccccc1 (stereo not drawn),0.1,2.8,2,-1,-4,1.2,26,-1,-4,-2,1414
O=C(O)c1ccc(Cl)c(NC(=O)C2CCCN2S(=O)(=O)c2cccc3nsnc23)c1 (stereo not drawn),-3.8,2.4,-3,10,-6,-0.32,5,-12,-2,5,1676
CC(C)(C)c1ccc(C(=O)N2CCCCCC2=O)cc1,0.2,1.1,7,3,-3,.,-2,.,6,7,1641
Cc1nc2ccc(NC(=O)N3CCSCC3)cc2nc1C,-0.1,0.1,5,5,1,-0.068,10,.,3,-2,1480
COc1ccc(C/C(N)=N/OC(=O)C(c2ccccc2)c2ccccc2)cc1OC,-2.8,2.5,-2,3,2,.,2,.,65*,-2,1624
# More compounds:
SMILES,DTT redox prof,RAM network inh,PPARg SRC-3 ag,PPARg SRC-2 ag,HMGR II inh,ROMK primary,bIAP inhibitor,S1P3 antag,L major viab,PPARg SRC-1 ag,SRC2 TRFRET art
Cn1cnnc1SCC(=O)Nc1ccc2nc(SCc3ccccc3F)sc2c1,0.2,2.2,11,5,-2,-0.79,-10,.,3,5,1593
C=C(C)CNC(=O)CCc1nnc(Cc2cccc(C(F)(F)F)c2)o1,-1.2,0.9,-1,-2,-5,0.48,-20,-10,-4,-2,1443
Cc1cc(C)c(S(=O)(=O)Nc2ccc(-c3cn4ccccc4n3)cc2)c(C)c1,0.0,2.5,-1,0,-1,.,-2,.,61*,5,1551
COc1cc(OC)c(N(C)S(=O)(=O)c2cccc(C(=O)OCC(=O)c3c[nH]c4ccccc34)c2)cc1Cl,-0.7,4.4,0,8,-4,0.16,7,-36,97*,8,1830
CCN(c1ccccc1)C1(O)C(=O)c2ccccc2C1=O,-0.4,-1.0,2,6,1,0.023,-1,-8,-9,0,1436
CC(=O)CCS(=O)(=O)c1ccc(NC(C)=O)cc1,-7.0,1.1,0,3,0,.,8,.,39,5,1616
CCCc1cc(=O)oc2cc(OCc3ccc(OC)cc3)c(Cl)cc12,0.2,5.1,7,8,-6,.,26,-5,0,3,1513
C(=C\c1nnc2c3ccccc3ncn12)/c1ccccc1,0.3,5.8,6,-2,1,.,3,-7,55*,3,1504
CCCCc1nnc(NC(=O)Cn2cnc3ccccc3c2=O)s1,-1.5,0.2,-2,2,-4,-0.46,-7,2,15,-4,1438
O=c1c2ccccc2nc2n1C(CSc1ccc(Br)cc1)CN2 (stereo not drawn),-4.8,2.0,-7,-9,-4,.,-5,.,3,-9,1426
CN1C(=O)C2(C(C#N)=C(N)Oc3c2oc(CO)cc3=O)c2ccccc21 (stereo not drawn),-2.4,-0.7,4,9,-3,.,10,-26,-4,0,1553
